# HSP90 inh = blocks HSP90-mediated luciferase refolding in reticulocyte lysate | inhibition, % at 5.6 µM | AID 1789 | 290,000 tested, 0.91% active | Rabbit reticulocyte lysate, luciferase refolding luminescence, 3 h;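 active = inhibition above the screen-wide mean plus 3 SD, computed separately per campaign, cut at about 16% in these data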;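 note: 0% = DMSO wells and 100% = 60 µM geldanamycin wells; inhibitors lower the luminescence because luciferase stays unfolded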
# HSF1 inhib = HSF1 inhibition; NIH3T3-HGL HSE-luciferase, MG132-induced, luminescence 8 h; stronger effect = lower value; activity change, negative = inhibition, % at 7.5 µM (by protocol); 300,000 tested, 0.77% active; AID 2098;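 active = more than half of replicate wells show activity change below -50%, luminescence cut by over half; inconclusive = some wells, but at most half, below -50%; inactive = no replicate well below -50%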;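 note: luciferase reports HSF-1 transcriptional activity via heat shock element; 0% = median of DMSO wells and -100% = zero luminescence signal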
# GSK3B inh = blocks human GSK3beta kinase activity. 300,000 tested, 0.038% active. P49841. activity score (negative = inhibition), % at 10 µM. GST-GSK3beta kinase, ADP-Glo luminescence, 60 min; stronger effect = lower value;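 active = more than half of replicate wells score below -50%, meaning over 50% inhibition versus plate controls; inconclusive = some replicates but at most half score below -50%; inactive = no replicate scores below -50%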;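 note: 0% = median DMSO wells and -100% = median GW8510 positive control wells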
# Target sequence (P49841 whole entry, looked up): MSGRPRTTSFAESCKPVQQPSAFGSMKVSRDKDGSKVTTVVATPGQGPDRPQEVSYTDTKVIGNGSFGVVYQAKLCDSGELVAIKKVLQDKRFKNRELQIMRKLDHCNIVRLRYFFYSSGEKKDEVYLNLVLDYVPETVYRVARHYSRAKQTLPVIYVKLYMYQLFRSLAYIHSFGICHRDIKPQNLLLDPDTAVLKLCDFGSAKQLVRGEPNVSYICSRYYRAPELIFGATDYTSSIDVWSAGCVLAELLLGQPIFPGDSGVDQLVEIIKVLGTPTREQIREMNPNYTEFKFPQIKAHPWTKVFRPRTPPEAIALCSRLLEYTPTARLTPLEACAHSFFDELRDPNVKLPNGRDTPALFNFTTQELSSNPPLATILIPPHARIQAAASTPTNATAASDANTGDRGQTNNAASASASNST
#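 Test system – GST-tagged human GSK3beta kinase, cell-free · Incubation – 60 min enzyme reaction, room temperature · Signal – ADP-Glo luminescence · Also added – peptide substrate and ATP at 25 µM · Controls – DMSO neutral wells and GW8510 at 20 µM as positive · Buffer or medium – Tris/MgCl2 kinase buffer · Measure – Luminescence-derived activity versus plate DMSO and GW8510 wells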
# HSF1 activator = increases HSF-1 driven luciferase reporter signal; activation, % at 9 µM; NIH3T3-HGL HSF-1 luciferase reporter, MG132, 8 h; 100% = twice DMSO control signal; AID 504408; 300,000 tested, 1.7% active;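 active = mean replicate activation of at least 50% with a set share of replicates each reaching 50%; inconclusive = only one of those two conditions met; inactive = mean below 50% and too few replicates reaching it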;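 note: 0% = median of the neutral control wells and 100% = twice that signal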
# GSK3 alpha inh = inhibitors of human GSK-3 alpha kinase. inhibition, % at 10 µM. 320,000 tested, 0.1% active. P49840. ADP-Glo luminescence, 60 min. AID 2650;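 in the data active = inhibition above about 50%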;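 note: GST-tagged GSK-3 alpha with peptide substrate and 25 µM ATP; 0% = DMSO neutral wells and 100% = GW8510 positive control wells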
# Target sequence (P49840 whole entry, looked up): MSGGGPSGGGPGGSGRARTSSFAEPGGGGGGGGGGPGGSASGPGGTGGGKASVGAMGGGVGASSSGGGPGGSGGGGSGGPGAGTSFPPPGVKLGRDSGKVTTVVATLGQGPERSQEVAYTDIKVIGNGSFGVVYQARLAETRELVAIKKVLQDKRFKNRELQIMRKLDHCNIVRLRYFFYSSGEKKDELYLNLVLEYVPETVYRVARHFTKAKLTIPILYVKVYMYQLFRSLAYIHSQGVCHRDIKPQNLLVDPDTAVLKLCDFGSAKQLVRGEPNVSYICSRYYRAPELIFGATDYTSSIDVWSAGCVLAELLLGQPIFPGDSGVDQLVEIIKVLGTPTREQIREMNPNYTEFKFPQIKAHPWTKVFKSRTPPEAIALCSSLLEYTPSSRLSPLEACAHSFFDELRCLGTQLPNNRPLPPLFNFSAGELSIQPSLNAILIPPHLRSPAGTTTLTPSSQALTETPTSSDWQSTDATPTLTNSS
# IEC-6 cytotox = counter-screen for KLF5 inhibitors: cytotoxicity in IEC-6 cells | IEC-6 cytotoxicity, luminescence viability | inhibition, % at 5 µM | 290,000 tested, 0.78% active; in the data active = inhibition above about 22%;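 note: 0% = plate median of test compound wells and 100% = cytotoxic reference compound wells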
# KLF5 inh = kruppel-like factor 5 inhibition. inhibition, % at 5 µM. 290,000 tested, 0.23% active. DLD-1 KLF5 promoter-luciferase reporter, luminescence. AID 1700;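 active = inhibition above a per-plate limit of that plate's mean compound inhibition plus 3 SD, cut at about 60% in these data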;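 note: 0% = DMSO wells and 100% = LY294002 at 200 µM; higher means less KLF5 promoter-driven luciferase light; inactives centre near -14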
# aSyn UTR inh = 5' untranslated region of α-synuclein, MLPCN primary screen. alpha-synuclein 5'UTR reporter, inhibitor activity. inhibition, % (tested at 7.5 µM). 300,000 tested, 0.82% active; in the data active = inhibition above about 60%; inconclusive = no clear call, values can overlap the other calls;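 note: H4 neuroglioblastoma cells stably carrying SNCA 5'UTR luciferase fusion; 0% = DMSO wells and 100% = positive control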
# AI-2 QS modul = Vibrio harveyi AI-2 quorum sensing modulation; 300,000 tested, 0.4% active; Vibrio harveyi JMH597 AI-2 luminescence/OD600 ratio, 9 h; stronger effect = lower value; strain lacks LuxN and CqsS sensors; 0 = neutral-control median; activity change, % at 7.5 µM; in the data active = activity change below about -75%, passing the limit was not always enough; inconclusive = no clear call, values can overlap the other calls;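 note: luminescence divided by OD600 gain over 9 h not by final OD600 alone; inactives centre near 13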
# HIF activator = HIF pathway transcriptional activation; 300,000 tested, 0.32% active; activation, % at 7.5 µM (by protocol); U2OS HRE-luciferase reporter, luminescence; normalized: DMSO 0%, desferrioxamine 100%; AID 1910;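 active = mean activation of at least 10% of the iron chelator positive control signal, with at least half of replicates also reaching 10%; inconclusive = mean and replicate majority disagree about reaching 10%; inactive = mean and most replicates under 10%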
# * = called active by the depositor; ? = inconclusive; nt = not tested or not shown; & = joins results of further samples.
SMILES,HSP90 inh,HSF1 inhib,GSK3B inh,HSF1 activator,GSK3 alpha inh,IEC-6 cytotox,KLF5 inh,aSyn UTR inh,AI-2 QS modul,HIF activator
CCOc1cc2c(cc1OCC)C(c1ccc(OC)c(OC)c1)N(c1ccc(C(=O)O)cc1)C(=O)C2 (stereo unspecified),0,0,-4,-11,-5,-1,-1,20,23,-0.2
Oc1oc(-c2ccccc2)nc1/C=N/c1ccccn1,-2,7,0,25,0,-10,-142,-86,2,0.7
COc1cc(C(=O)N2CCN(c3ccccn3)CC2)cc(OC)c1OC,1,0,-42,8,30,-8,-21,-2,12,-0.3
CN(CC(CC(=O)Nc1nncs1)c1ccccc1)S(=O)(=O)c1ccccc1 (stereo unspecified),-5,1,4,3,nt,-2,-13,-14,53,-0.1
COc1ccc(/C=C/C2=CC(C)(C)NC(=S)N2)cc1OC,4,12,4,29,1,1,2,21,21,-0.1
c1ccc(CCn2cnc3ccccc32)cc1,-1,-3,2,11,1,-7,-47,-91,-4,3.1
CCCCN(C(=O)CN1CC(C)OC(C)C1)c1c(N)n(CC(C)C)c(=O)[nH]c1=O (stereo unspecified),0,-8,-2,-3,1,-10,-30,-2,23,-0.2
CC(C)(C)NC(=O)C(c1cccs1)N(Cc1ccc(F)cc1)C(=O)c1csnn1 (stereo unspecified),2,-7,-6,5,0,0,-24,22,6,-0.9
Cc1ccc(F)cc1NCC(=O)Nc1ccc(Br)cc1,0,7,2,17,-2,5,5,-146,7,3.0
CC(Oc1ccc(C(=O)c2ccccc2)cc1)C(=O)Nc1ccc(S(N)(=O)=O)cc1 (stereo unspecified),1,1,-1,12,-1,-3,-18,-12,12,0.0
COc1ccc(S(=O)(=O)N2CCN(Cc3ccccc3)CC2)cc1,4,-5,3,0,-3,-3,-14,12,-7,0.0
Cc1ccc(/C=N/NC(=O)CNC(=O)c2ccc(S(=O)(=O)N(C)C)cc2)cc1,-1,-5,0,-8,-4,-4,-5,10,23,-0.1
CC(=O)Nc1cccc(OCC(O)Cn2c(C)nc3ccccc32)c1 (stereo unspecified),-1,1,4,6,0,-4,-53,-17,7,-0.5
O=C(O)/C=C/c1ccc(S(=O)(=O)Nc2cccnc2)cc1,-7,-4,1,-5,0,-9,-12,-5,22,-0.6
Cc1nc2ccc(C(=O)N3CCCC(CO)(Cc4ccc(F)cc4F)C3)cc2nc1C (stereo unspecified),-2,-6,1,-5,1,-4,-3,-16,14,0.5
COc1cccc(NC(=O)CN(C)C(=O)CSc2ncnc3sc(C)c(C)c23)c1,nt,-7,3,-6,0,nt,nt,7,-4,0.2
O=C(NC1CCC1)C1CCC(=O)N(Cc2ccccc2F)C1 (stereo unspecified),-2,-4,-1,6,-1,-1,-22,-7,-12,0.0
CCCN(CCC)CCNC(=O)Cn1cnc2sc(C)c(S(=O)(=O)N3CCOCC3)c2c1=O,-1,-4,-3,9,0,-5,-23,-5,1,2.2
Cc1cc(=O)[nH]c2c(C)cc(S(=O)(=O)NCc3ccccc3)cc12,-6,7,1,10,0,0,-25,21,18,0.1
O=C(Nc1ccc(Cl)c(Cl)c1)c1ccc2c(c1)OCO2,4,64,0,88*,0,1,-161,-133,19,-4.5
Cc1cc(NS(=O)(=O)c2ccccc2)no1,0,-3,1,10,-4,2,-23,15,33,0.1
O=C1c2ccccc2NC(c2cccc(Cl)c2)N1N=C1CCCCCC1 (stereo unspecified),-3,6,-3,26,-2,2,-57,5,28,1.3
CCOC(=O)c1[nH]c2ccc(OC)cc2c1NC(=O)CCN1CCSCC1,-1,4,0,1,-2,-2,-2,13,9,0.3
CCN(CC)CCN(C)c1ccc(N2C(=O)C3CC=CCC3C2=O)cc1[N+](=O)[O-] (stereo unspecified),-1,-5,0,5,-4,0,-13,21,27,-0.2
Cc1cc(=O)[nH]c(NN=C(CC(C)C)CC(C)C)n1,-7,-5,-3,2,-1,8,-8,-2,8,0.5
Cc1cc(C)cc(OCC(=O)OCCN2C(=O)c3ccccc3C2=O)c1,2,-7,-2,-25,0,-4,-31,5,-4,-0.3
Cn1c(N)c(C(=O)COC(=O)CCc2c[nH]c3ccccc23)c(=O)n(C)c1=O,4,1,4,-16,-1,5,-5,-4,15,-0.3
Cc1ccc(F)cc1NC(=O)N1CCCN(c2ccc(C(F)(F)F)cn2)CC1,4,12,-1,?,-1,5,5,2,22,-0.2
Cc1ccc2c(Cl)c(C)c(N3CCCC3)nc2n1,0,-2,-1,11,-1,-6,-29,9,-7,-26
COc1ccc2c(c1)-c1c(sn(-c3ccccc3)c1=S)C(C)(C)N2,-6,18,3,55*,2,-1,-11,-5,-20,0.1

# A second format for part of the listing above:
SMILES	HSP90 inh	HSF1 inhib	GSK3B inh	HSF1 activator	GSK3 alpha inh	IEC-6 cytotox	KLF5 inh	aSyn UTR inh	AI-2 QS modul	HIF activator
Cn1c(N)c(C(=O)COC(=O)CCc2c[nH]c3ccccc23)c(=O)n(C)c1=O	4	1	4	-16	-1	5	-5	-4	15	-0.3
Cc1ccc(F)cc1NC(=O)N1CCCN(c2ccc(C(F)(F)F)cn2)CC1	4	12	-1	?	-1	5	5	2	22	-0.2

# Next part:
SMILES,HSP90 inh,HSF1 inhib,GSK3B inh,HSF1 activator,GSK3 alpha inh,IEC-6 cytotox,KLF5 inh,aSyn UTR inh,AI-2 QS modul,HIF activator
CSc1ccc(S(=O)(=O)NCc2ccc(Cl)cc2)cc1,0,0,2,-5,-3,-1,3,33,8,-0.1
COc1cccc(C2CC(c3ccccc3)=NN2S(=O)(=O)c2ccc(C)cc2)c1OC (stereo unspecified),0,22,1,31,nt,2,-9,-10,33,-0.1
Cc1cc(C)c(NC(=O)c2cc(S(=O)(=O)N3CCOCC3)ccc2F)c(C)c1,-3,2,-1,7,0,0,-30,-3,29,-0.2
CCCN1CCC(=O)N(CCN=[N+]=[N-])CC1,-3,-3,3,-6,0,2,7,-7,17,-1.6
Cc1ccc2cc(NC(=O)c3ccc(C(C)(C)C)cc3)ccc2n1,3,3,3,3,-1,-1,-19,-63,15,0.4
O=C1Nc2c(c(=O)[nH]c(=O)n2-c2ccccc2)C1(Nc1ncccn1)C(F)(F)F (stereo unspecified),1,1,1,-3,3,0,-16,1,9,-0.3
O=C(O)CSc1nnc(-c2ccc3c(c2)OCO3)o1,3,-8,0,6,-3,-2,-5,10,24,-0.4
CCCN=C1NC(=O)C(CC(=O)NCCc2ccccc2)S1 (stereo unspecified),-2,-1,-3,0,-3,-5,-12,2,2,0.0
O=C(Cc1cccs1)N/N=C/C=C/c1ccco1,0,34,-1,40,3,-2,-28,-45,20,0.7
COc1cccc(CNC(=O)Cn2ncc3c(=O)oc4ccccc4c32)c1,6,0,-2,33,-2,-4,-15,3,12,0.3
CCN1CCCC1CN(Cc1cc2ccc(C)cc2[nH]c1=O)C(=S)Nc1ccc(OC)cc1 (stereo unspecified),-3,-3,4,0,-3,-2,-16,-26,25,-36
COc1ccc(-n2nc3c(N4CCC(C(=O)NCc5ccco5)CC4)nnc(C)c3c2C)cc1,2,4,0,21,-1,-3,-35,47,32,-0.7
O=C(NCCCCCCNC(=O)c1ccccc1O)c1ccccc1O,-1,1,-2,10,0,-6,-56,-50,17,2.0
O=C(CN1CCC(Cc2ccccc2)CC1)NCCc1ccc(F)cc1,-2,-6,4,-7,-2,-1,-47,27,-1,-1.1
Cc1ccc2c(Cl)cc(Cl)c(OCC(=O)OCC(=O)Nc3ccc(C#N)cc3)c2n1,-6,-2,0,-1,6,-2,-21,-34,19,nt

# 6 neighbouring records from above, for reference:
SMILES,HSP90 inh,HSF1 inhib,GSK3B inh,HSF1 activator,GSK3 alpha inh,IEC-6 cytotox,KLF5 inh,aSyn UTR inh,AI-2 QS modul,HIF activator
CSc1ccc(S(=O)(=O)NCc2ccc(Cl)cc2)cc1,0,0,2,-5,-3,-1,3,33,8,-0.1
COc1cccc(C2CC(c3ccccc3)=NN2S(=O)(=O)c2ccc(C)cc2)c1OC (stereo unspecified),0,22,1,31,nt,2,-9,-10,33,-0.1
Cc1cc(C)c(NC(=O)c2cc(S(=O)(=O)N3CCOCC3)ccc2F)c(C)c1,-3,2,-1,7,0,0,-30,-3,29,-0.2
CCCN1CCC(=O)N(CCN=[N+]=[N-])CC1,-3,-3,3,-6,0,2,7,-7,17,-1.6
Cc1ccc2cc(NC(=O)c3ccc(C(C)(C)C)cc3)ccc2n1,3,3,3,3,-1,-1,-19,-63,15,0.4
O=C1Nc2c(c(=O)[nH]c(=O)n2-c2ccccc2)C1(Nc1ncccn1)C(F)(F)F (stereo unspecified),1,1,1,-3,3,0,-16,1,9,-0.3

# Going on with the list:
SMILES,HSP90 inh,HSF1 inhib,GSK3B inh,HSF1 activator,GSK3 alpha inh,IEC-6 cytotox,KLF5 inh,aSyn UTR inh,AI-2 QS modul,HIF activator
O=C(CCc1nc(-c2ccccc2F)no1)NCCN1CCN(Cc2ccccc2)CC1,0,-8,0,-4,-2,3,-31,-1,24,-0.4
Cc1ccccc1C(=O)NCCCn1ccnc1,-1,7,4,42,1,2,-36,9,12,-0.2
CCc1cc2c(N[C@@H](Cc3c[nH]c4ccccc34)C(=O)O)ncnc2s1,5,-6,-2,2,-4,-4,-11,-13,5,-1.1
c1ccc(CNc2ncnc3ccccc23)cc1,2&-5,-19&-11,2&0,-10&-23,-2&-4,0&14,-8&-5,-3&-27,12&21,0.4&0.5
O=C(C[n+]1ccc(/C=N/O)cc1)N(Cc1ccccc1)Cc1ccccc1,0,-3,2,-7,nt,-4,-32,-1,13,-0.2
COc1ccccc1-c1c(C)c(C)nc(N)c1C#N,1,-2,1,15,-3,2,-11,3,22,-0.5
COc1ccc(NC(=O)c2cc(-c3cccc(OC)c3)on2)cc1,-7,0,1,-8,2,0,-11,-51,17,0.8
O=C(Cn1cc2c(n1)CCCCC2)NC1CCN(Cc2ccccc2)CC1,nt,-9,-27,-8,-4,nt,nt,5,44,0.1
Cc1cc2nc(C)n(CCCNC(=O)Nc3ccccc3)c2cc1C,6,-1,-2,4,nt,2,8,12,17,0.2
CCc1ccc(OCC(=O)N/N=C(\C)c2ccc(OC(F)F)cc2)cc1,-3,-14,-2,7,-2,1,-8,-10,44,0.0
Cc1ccc(S(=O)(=O)N/N=C\c2cc3c(cc2[N+](=O)[O-])OCO3)cc1,1,-7,1,-4,1,-12,-16,11,15,0.1
OCCN1CCN(c2nc(N3CCCCC3)nc(N3CCCCC3)n2)CC1,3,1,4,14,-1,2,-17,-21,24,0.5

# Bioassay records (PubChem BioAssay)
